# Source: PubChem (Broad Institute)
# PglD DTNB = inhibitors of Campylobacter jejuni PglD acetyltransferase | purified PglD enzyme, DTNB colorimetric CoA detection | inhibition, % at 12.5 µM | 0.098% of 360,000 active; in the data active = inhibition above about 16%, passing the limit was not always enough; note: strong numbers were not always called active
# INS-1E GSIS act = GLuc luminescence reporter in INS-1E cells, primary screen for activators of glucose-dependent secretion of insulin; INS-1E GLuc reporter insulin secretion, 2-3 h; activation, % at 16.6 µM; 0.61% of 370,000 active;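 active = lowest replicate activation of at least 40%, so every replicate reaches that level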;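 note: 0% = median of neutral control wells and 100% = median of IBMX positive control wells; some compounds called inactive have numbers as strong as hits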
# miR-122 sensor = blocks miR-122 activity in Huh7 sensor cells; Huh7 miR-122 Renilla luciferase sensor, 48 h; neutral wells = 0, positive control = 100; activation (reporter increase), % at 12.5 µM; 0.3% of 340,000 active;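 active = mean replicate activation score at least 90 and every replicate individually at or above 90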;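 note: higher luciferase means less miR-122 activity so hits act as miR-122 inhibitors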
# C2C12 statin = protects C2C12 myotubes from simvastatin toxicity; ATP luminescence, 48 h; scaled: DMSO 0, geranylgeraniol control 100; 0.78% of 330,000 active; rescue of ATP level, % at 7.49 µM;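 active = mean ATP rescue above about 67%, or every replicate alone reaching that limit, limit read from the data, passing the limit was not always enough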;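 note: myotubes were challenged with 10 µM simvastatin during compound exposure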
# CFTR F508del cor = CFTR F508del correction in bronchial cells; 0.36% of 350,000 active; CFBE cells, YFP halide quenching; stimulated with forskolin plus potentiator P3; % fluorescence drop versus neutral controls; AID 720511; activity (quench increase), % at 7.58 µM;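 active = mean added fluorescence quench of at least 8% versus neutral control, with both replicates also reaching 8%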;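 note: cells transiently co-express mutant CFTR-F508del with the halide-sensitive YFP; corrector assay measuring rescue of mutant channel to the surface after 24 h compound exposure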
# Cneo AK release = Cryptococcus neoformans lysis via adenylate kinase release; C. neoformans lysis, adenylate kinase release luminescence, 4 h; normalised: neutral wells 0, clomiphene wells 100; lysis activity, % at 15 µM; 0.2% of 360,000 active; AID 651654;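 active = mean lysis activity across replicates of at least 80%, whatever share of replicates individually reach that level; inactive = mean lysis activity below 80%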
#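 read-out = cell lysis signal | test system = log-phase Cryptococcus neoformans yeast cells | input = cells at 5 × 10^6 per mL | medium = fresh YPD growth medium | signal = luminescent adenylate kinase detection reagent | timing = 4 h at 37 °C static, read 1 h later | dosing = single dose | controls = Clomiphene as positive lysis control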
# PGC1a acetyl inh = PGC1a acetylation modulation, inhibitor mode; U2OS PGC1a acetylation, AlphaScreen anti-acetyl-lysine; with virally co-expressed GCN5 acetyltransferase; inhibition, % at 15.6 µM; 0.17% of 350,000 active;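 active = every replicate shows inhibition of at least 40%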;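 note: 0% = neutral control wells and 100% = positive control wells; some results beyond the cut were filed as inactive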
# FN deposit inh = fibronectin deposition inhibition. AH1F fibroblasts, Alexa488-fibronectin deposition fluorescence, overnight. inhibition, % at 12.6 µM. 0.086% of 350,000 active. AID 743247;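 active = mean inhibition across replicates of 30% or more, regardless of how many single replicates reach that level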;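 note: positive control wells lacked labelled fibronectin entirely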
#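 Test system: AH1F fibroblast monolayer depositing Alexa488-labelled fibronectin into matrix. Input: 10000 cells per well. Technique: fluorescence, ex 485 nm, em 525 nm. Buffer or medium: DMEM plus 2% serum, read in PBS. Timing: 1 h cell adhesion before compound, then overnight fibronectin incubation. Compound: single dose, pinned. Read-out basis: inhibition from reduced deposited-fibronectin fluorescence.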
# * marks the source's active call; other numbers are inactive results; i = inactive; · = not tested or not shown; & = joins results of further samples; [ ] = remark or other dose.
SMILES,PglD DTNB,INS-1E GSIS act,miR-122 sensor,C2C12 statin,CFTR F508del cor,Cneo AK release,PGC1a acetyl inh,FN deposit inh
COC(=O)/C(=C/N(C)C)C(=O)N1CCN(c2ccc(Cl)c(Cl)c2)CC1,·,-4.1,-0.3,5.2,-1.1,·,-10.9,-4.7
O=C(NCC1(c2ccccc2)CCCC1)C(=O)N1CCOCC1,0.3,·,-0.8,1.5,·,-5.9,-7.4,-13.2
CCC(C)Cn1c(C(C)C)nc2ccccc21 (stereo not drawn),·,3.9,·,·,1.4,·,5.2,-3.3
CNC[C@@H]1Oc2ncc(/C=C/c3ccccc3)cc2C(=O)N([C@H](C)CO)C[C@H]1C,·,-6.7,3.3[16.7 µM],-2.8,-2.7,·,9.2,·
Cc1ccc(S(=O)(=O)N2CCCCC2)cc1NC(=O)c1cnccn1,-1.6,0.3,3.7,-23.8,2.2,-6.6,-10.7,·
CN1C(=O)C(C)(C)c2cc(S(=O)(=O)N3CCC(C(=O)NCc4ccccc4Cl)CC3)ccc21,3.8,-18.2,-0.1,8.0,5.0,0.2,-0.2,5.3
CC(C)(CNc1ccc([N+](=O)[O-])cc1Cl)CNS(C)(=O)=O,-4.0,·,-11.0,-11.2,·,0.8,-8.9,-1.7
CC(Oc1ccc(Br)cc1)C(=O)NCC(C)(C)N1CCOCC1 (stereo not drawn),-4.6,15.6,-8.5,-4.3,-5.8,1.4,12.0,·
CCN(CC)C(=O)c1sc(NC(=O)C(Sc2ccccc2)c2ccccc2)c(C(=O)OC(C)C)c1C (stereo not drawn),-2.9,-7.5,-6.5,100.9*,·,-1.6,4.6,·
O=C(NC1CC1)C1=C[C@H](c2coc3ccccc3c2=O)C[C@H](OCCCCO)O1,5.1&3.6,5.1,-2.7,-4.9,0.4&0.8,36.8&-0.7,2.5&15.7,3.7
Cc1[nH]c2ccccc2c1-c1csc(N)n1,-0.9,-9.6,·,-7.7,1.1,-5.6,·,10.4
COc1ccc(-c2noc(CCC(=O)NCC3CCN(Cc4cccc(C)c4)CC3)n2)cc1,0.8,·,3.0,·,·,0.7,-5.0,·
C=CCN1c2ccccc2[C@]23C[C@@H](C(=O)OC)N(C(=O)OCC)C2=NC(C(=O)OC)=C(C(=O)OC)[C@H]13,-0.3,-4.3,-3.3,-6.7,2.8,0.9,0.4,7.5
Cc1ccc(S(=O)(=O)/N=C(\CN2CCOCC2)N2CCOCC2)cc1,3.0,·,-11.9,-5.3,·,1.6,5.7,·
CC(=O)N(C)C[C@H]1Oc2cc(-c3cccnc3)ccc2S(=O)(=O)N([C@H](C)CO)C[C@H]1C,3.9,4.0,-7.8[16.7 µM],-21.6,·,49.0,-0.9,-1.2
CCOc1ccc(C(=O)NNC(=O)CN2C(=O)NC3(CCCC3)C2=O)cc1,-6.3,13.8,-8.9,3.7,-2.7,1.2,5.7,7.5
Cc1c(CN2CCN(CC(C)C)C(CCO)C2)[nH]c2ccc(Cl)cc12 (stereo not drawn),3.5,1.4,-0.6,20.3,2.6,-1.1,·,-5.8
N#C[C@@H]1[C@@H](c2ccc(C#Cc3cccc(F)c3)cc2)[C@@H](CO)N1C(=O)C1CC1,-7.3,13.2,·,-1.2,-7.8,-2.0,1.4,6.8
COc1ccc(S(=O)(=O)Nc2ccc3c(c2)C(=O)N([C@H](C)CO)C[C@@H](C)[C@@H](CN(C)Cc2ccccc2)OCCCC[C@H](C)O3)cc1,1.4,-30.3,11.8[16.7 µM],·,3.7,-0.2,-15.6,10.7
COc1ccc(C(=O)Nc2cccc(/C(C)=N\NC(=O)c3ccoc3C)c2)cc1OC,-0.5,27.7,·,-19.0,0.1,-0.4,·,·
O=C(COC(=O)CCNS(=O)(=O)c1ccc(Cl)cc1)Nc1ccccc1OC(F)F,-3.4,-23.7,-2.7,30.2,0.2,-0.5,0.2,-1.7
Cc1c(N(C)S(=O)(=O)c2cccc(C(=O)NC(C)C)c2)c(=O)n(-c2ccccc2)n1C,-2.0,-1.7,5.3,·,0.6,-0.3,-2.2,0.1
Cc1cc(C)c2c(-n3cccc3)n[nH]c2n1,-5.6,·,-6.0,9.0,·,4.3,5.1,·
O=C(C[C@@H]1CC[C@H](NC(=O)CC2CC2)[C@H](CO)O1)NCC(F)(F)F,-4.9,6.9,-10.0[16.7 µM],-6.1,2.4,1.4,8.2,-3.9
C=CCN(CC=C)C(=O)Cn1cnc([N+](=O)[O-])n1,6.2,16.3,-4.2,·,·,1.0,25.0,4.1
O=C(c1ccc2c(Cl)c3c(nc2c1)CCCC3)N1CCN(c2ccc(F)cc2)CC1,1.7,8.4,-3.6,9.4,0.3,0.8,10.8,-4.6
COc1ccc(C(=O)Nc2nnc(CCS(=O)(=O)c3ccc(C)cc3)s2)cc1,·,-12.8,·,·,-3.3,·,13.8,-10.0
CC1CC(C)CN(S(=O)(=O)c2ccc(C(=O)NCCCn3ccnc3)cc2)C1 (stereo not drawn),-1.9,·,-15.3,7.2,·,·,i,·
C[C@@H]1CN([C@H](C)CO)C(=O)c2cccc(NC(=O)c3cnccn3)c2O[C@H]1CN(C)C,-5.6,25.9,1.9[16.7 µM],0.7,-0.9,-2.6,4.1,·
CC1CCN(c2nc(-c3ccccc3)c(C#N)c(=O)[nH]2)CC1,-0.7,·,-0.5,0.3,·,-2.6,3.2,-0.4
Cc1cc(=O)oc2cc(Oc3ncccn3)ccc12,-1.9,·,-15.9,·,·,6.3,·,-4.6
COc1ccc(CCC(=O)Nc2nnc(C)s2)cc1,3.8,3.8,0.9,·,1.2,-1.0,7.4,13.8
c1csc(-c2nnsc2-c2nc3ccccc3[nH]2)c1,4.4,·,-2.4,-2.0,·,2.1,-3.5,-0.9
CCOC(=O)COc1ccc2c3c(c(=O)oc2c1C)CCC3,-1.9,·,-8.5,8.3,·,-1.3,-14.0,-3.7
Cc1ccc(C(=O)NC(C)c2ccccc2)o1 (stereo not drawn),-2.1,·,-9.8,3.1,·,2.4,5.2,-2.5
C[C@@H]1CN([C@H](C)CO)C(=O)c2cccc(NS(=O)(=O)c3ccc(Cl)cc3)c2O[C@@H]1CN(C)CC1CC1,·,0.2,-1.6[16.7 µM],-10.2,-2.0,·,14.6,·
CCCOc1ccc(CC(=O)NNC(=S)Nc2ccccc2)cc1Br,-3.8,·,-3.8,44.6,·,0.3,-5.5,·
CN1C(=O)c2cc(NC(=O)Nc3ccc(Cl)cc3)ccc2OC[C@H]2O[C@@H](CC(=O)NCCN3CCCCC3)CC[C@@H]21,4.5,4.2,-15.0[16.7 µM],21.1,3.9,-1.5,-5.3,-6.0
Oc1ccc(C=Nc2ccc(N3CCOCC3)cc2)c(O)c1,-26.0,·,0.4,·,·,-6.7,64.2*,-13.1
O=C(Nc1ccc(Br)cc1Cl)c1ccc(OCC2CCCO2)cc1 (stereo not drawn),-5.3,11.3,-2.9,-5.1,1.9,-0.7,0.9,·
COc1ccccc1N=C(C)C1=C(O)CSC1=O,2.6,·,-0.3,7.8,·,-1.8,5.7,·
CCOC(=O)c1[nH]c(C)c(/C(O)=C2\C(=O)C(=O)N(CCN(C)C)C2c2ccc(C)o2)c1C (stereo not drawn),·,20.3,14.6,2.0,·,·,1.5,·
O=C(Nc1ccc(F)cc1)N[C@@H]1CC[C@H](CCNS(=O)(=O)c2cccc(Cl)c2)O[C@H]1CO,-0.5,-14.1,·,0.5,3.8,1.8,3.7,-0.6
COc1ccc(C2CC(c3cccs3)=NN2C(=O)CCCC(=O)O)cc1OC (stereo not drawn),0.6,-0.5,9.6,3.7,5.2,1.5,·,0.8
COc1ccc(S(=O)(=O)Nc2ccc3c(c2)C(=O)N([C@H](C)CO)C[C@@H](C)[C@H](CN(C)C(=O)Nc2cccc4ccccc24)O3)cc1,-4.5,-19.1,-0.7[16.7 µM],16.1,-1.4,-1.0,3.0,·
COc1ccc(NC(=O)CSc2nc3ccsc3c(=O)n2CCC(=O)O)c(OC)c1,6.2,-7.4,-5.1,18.6,-0.4,-0.3,-9.2,-3.2
C[C@H]1CCCCO[C@@H](CN(C)S(=O)(=O)c2ccc(F)cc2)[C@@H](C)CN([C@@H](C)CO)C(=O)c2cc(NS(=O)(=O)c3cn(C)cn3)ccc2O1,-6.0,-6.5,4.0[16.7 µM],·,1.2,-8.4,-12.1,-7.1
Cc1ccc(Cn2c(=N)c(C(=O)NCCN3CCOCC3)cc3c(=O)n4ccccc4nc32)cc1,1.8,27.9,2.4,-5.8,1.1,0.1,5.1,8.5
COc1ccccc1OCC(=O)Nc1ccc(S(=O)(=O)Nc2onc(C)c2C)cc1,1.8,15.9,5.7,-0.6,1.4,-0.3,1.6,2.7
Cc1noc(C)c1NC(=O)Nc1ccc2c(c1)C(=O)N([C@H](C)CO)C[C@H](C)[C@@H](CN(C)C(=O)CCCN(C)C)OCCCC[C@@H](C)O2,1.0,17.6,15.1[16.7 µM],27.0,-2.5,-1.0,0.5,·
Cc1ccc(C)c(N(C)S(=O)(=O)c2ccc3c(c2)oc(=O)n3C)c1,3.9,-5.9,-0.2,-26.8,3.1,-0.5,-4.0,4.2
C/C=C/c1ccc([C@H]2[C@@H](CO)N(C(=O)C3CC3)[C@@H]2CN(CC)C(C)=O)cc1,1.6,1.5,-14.3[16.7 µM],-4.3,0.8,2.4,0.2,-24.6
N=C(N)n1c(N)nc2ccccc2c1=O,5.4,4.8,0.7,-5.3,0.3,1.1,·,4.8
O=C(c1ccccc1F)N1CC[C@@H]2[C@H]1c1cc(C#Cc3ccccc3F)ccc1N[C@@H]2CO,-4.3,-0.1,-2.4[16.7 µM],24.0,1.5,1.4,-1.1,-6.3
CC(C(=O)NCc1ccco1)n1cc([N+](=O)[O-])cn1 (stereo not drawn),·,62.1,·,·,2.0,·,0.0,-4.0
Cc1cccc(C)c1NC(=O)CNC(=O)C1CCCN(C(=O)c2ccc(Cl)cc2)C1 (stereo not drawn),·,29.9,·,-5.8,-3.3,·,5.1,-4.6
CCOC(=O)[C@H]1[C@H]2COc3cc(OC)ccc3[C@@H]2N2C(=O)c3cc(C)ccc3NC(=O)[C@@]12C,0.4,-4.8,-5.1,10.8,1.8,-6.7,-25.1,4.3
O=C(CC(=O)N/N=C/c1ccccc1O)NCc1cccnc1,-3.9,·,-9.2,·,0.2,0.7,3.5,3.6
CCOc1ccc(CNc2ncnc(N)n2)cc1,1.7,·,5.7,-20.9,·,-2.6,16.3,·

# Rows were taken by chance; overall some 2.1% were active at least once.
